CHRM5 antagonist – human M5 muscarinic receptor antagonists, primary screen, CHO cells, Fluo-8 calcium fluorescence; CHO-hM5 cells, ACh EC80; inhibition, % at 3 µM; 360,000 tested, 0.59% active;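 active = inhibition above a per-plate cutoff, the mean of that plate's test compounds plus 3 SD, cut at about 27% in these data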;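 note: 0% = acetylcholine EC80 with DMSO and 100% = DMSO without agonist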
Target sequence (P08912 whole entry, looked up): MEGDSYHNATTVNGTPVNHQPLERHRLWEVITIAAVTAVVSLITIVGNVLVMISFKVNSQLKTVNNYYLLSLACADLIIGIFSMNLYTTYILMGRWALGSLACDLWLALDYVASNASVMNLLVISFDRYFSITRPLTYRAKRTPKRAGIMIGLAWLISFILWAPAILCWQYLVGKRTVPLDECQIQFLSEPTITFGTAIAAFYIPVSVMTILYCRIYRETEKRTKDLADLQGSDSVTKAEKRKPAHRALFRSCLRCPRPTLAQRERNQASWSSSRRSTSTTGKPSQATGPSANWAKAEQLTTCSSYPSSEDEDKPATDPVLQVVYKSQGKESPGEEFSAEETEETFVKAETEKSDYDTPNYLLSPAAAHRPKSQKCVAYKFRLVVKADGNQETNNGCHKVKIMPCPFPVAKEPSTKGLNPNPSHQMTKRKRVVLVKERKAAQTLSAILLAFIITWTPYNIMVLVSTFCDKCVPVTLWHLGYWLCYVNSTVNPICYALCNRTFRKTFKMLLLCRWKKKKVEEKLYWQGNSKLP
CRFBP-R2 agonist – agonists of CRF-BP/CRF-R2 complex, primary screen, cell-based, HEK293, calcium dye fluorescence, uHTS. CRF-binding protein / CRF receptor 2 complex (human). calcium dye fluorescence (FLIPR); percent of saturating CRF peptide response. activation, % at 13.2 µM. 350,000 tested, 0.46% active;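 active = activation of at least 50%, plus an integration ratio under a set limit after plate pattern correction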;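 note: plate controls were neutral control wells without compound for no effect and CRF at EC100 for full effect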
M1 PAM – human M1 muscarinic receptor positive allosteric modulators, primary screen, CHO-K1 cells, Fluo-8 calcium fluorescence, 1536-well. activation, % at 3 µM. CHO-K1 hM1, ACh EC20; 0% = ACh EC20, 100% = maximal ACh. 360,000 tested, 0.088% active; in the data active = activation above about 19%, passing the limit was not always enough
Target sequence (P11229 whole entry, looked up): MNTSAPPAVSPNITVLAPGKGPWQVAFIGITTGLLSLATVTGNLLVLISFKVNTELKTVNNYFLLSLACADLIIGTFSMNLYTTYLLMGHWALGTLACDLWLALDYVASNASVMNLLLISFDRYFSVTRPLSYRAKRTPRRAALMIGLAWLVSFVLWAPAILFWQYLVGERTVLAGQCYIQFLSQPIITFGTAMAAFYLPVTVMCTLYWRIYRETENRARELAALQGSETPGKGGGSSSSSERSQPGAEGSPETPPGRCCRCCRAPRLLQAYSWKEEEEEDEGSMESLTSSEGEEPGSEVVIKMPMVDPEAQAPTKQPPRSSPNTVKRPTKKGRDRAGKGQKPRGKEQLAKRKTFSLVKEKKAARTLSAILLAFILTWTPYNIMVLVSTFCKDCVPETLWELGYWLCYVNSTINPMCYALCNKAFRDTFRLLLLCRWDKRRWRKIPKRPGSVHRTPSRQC
M1 antag – human M1 muscarinic receptor antagonists, primary screen, CHO-K1 cells, Fluo-8 calcium fluorescence, 1536-well; Muscarinic acetylcholine receptor M1 (Homo sapiens), P11229; CHO-K1 hM1, ACh EC80 antagonist; inhibition, % at 3 µM; 360,000 tested, 1.3% active;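 active = percent inhibition above its own plate's cutoff, namely the mean of that plate's compound wells plus 3 SD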;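 note: peak over basal fluorescence ratio during 140 s after agonist addition; 0% = ACh EC80 plus DMSO and 100% = DMSO alone without agonist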
CHRM4 agonist – human M4 muscarinic receptor agonists, primary screen, CHO-K1 cells, Fluo-8 calcium fluorescence | activation, % at 3 µM | 360,000 tested, 0.14% active | CHO-K1 hM4/Gqi5; vehicle 0%, full acetylcholine response 100% | Muscarinic acetylcholine receptor M4 (Homo sapiens), P08173;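 active = activation above the run mean over all test wells plus 3 SD, cut at about 32% in these data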;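 note: peak over basal fluorescence ratio per well then scaled between controls; 0% = DMSO wells and 100% = acetylcholine at EC100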
CHRM4 antagonist – human M4 muscarinic receptor antagonists, primary screen, CHO cells, Fluo-8 calcium fluorescence. inhibition, % at 3 µM. CHO-hM4 cells, ACh EC80. 360,000 tested, 0.73% active. AID 624125, 2012;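 active = inhibition above its plate's cutoff, the mean inhibition of sample wells plus 3 SD, cut at about 27% in these data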;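 note: 0% = acetylcholine EC80 with DMSO and 100% = DMSO without agonist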
CHRM5 agonist – human M5 muscarinic receptor agonists, primary screen, CHO-K1 cells, Fluo-8 calcium fluorescence | CHO-K1 hM5 cells; 0% DMSO wells, 100% maximal acetylcholine response | activation, % at 3 µM | 360,000 tested, 0.19% active;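 active = activation above the run's mean over test compounds plus 3 SD, cut at about 23% in these data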;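 note: signal is peak over basal fluorescence ratio across the kinetic read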
M5 PAM – human M5 muscarinic receptor positive allosteric modulators, primary screen, CHO-K1 cells, Fluo-8 calcium fluorescence; Muscarinic acetylcholine receptor M5 (Homo sapiens), P08912; CHO-K1 hM5, ACh EC20 PAM; 0% = ACh EC20, 100% = ACh EC100; activation, % at 3 µM; 360,000 tested, 0.3% active;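 active = activation above the run cutoff, the mean activation of all test compounds plus 3 SD, cut at about 18% in these data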
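Replicates: One well per compound, no replicates | System: Human M5 receptor in CHO-K1 cells | Benchmarks: Low control EC20 acetylcholine (0%), high control EC100 acetylcholine (100%) | Probe or stimulus: Acetylcholine, EC20 level | Times: Fluo-8 loading 80 min at 37 °C plus 30 min room temperature | Signal: Intracellular calcium via Fluo-8 fluorescence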
M4 PAM – human M4 muscarinic receptor positive allosteric modulators, primary screen, CHO-K1 cells, Fluo-8 calcium fluorescence; Muscarinic acetylcholine receptor M4 (Homo sapiens), P08173; CHO-K1 hM4/Gqi5, ACh EC20; 0% = ACh EC20, 100% = maximal ACh; activation, % at 3 µM; 360,000 tested, 0.4% active; AID 624126, 2012;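 active = activation above its plate's cutoff, the mean activation of sample wells plus 3 SD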; note: some results filed as inactive read as strong as hits
The depositor's hits bear a star; / = not tested or not shown.

SMILES	CHRM5 antagonist	CRFBP-R2 agonist	M1 PAM	M1 antag	CHRM4 agonist	CHRM4 antagonist	CHRM5 agonist	M5 PAM	M4 PAM
COc1cc(OC)cc(-c2cc3nc(C)c(CCC(=O)Nc4nc(C)cs4)c(C)n3n2)c1	-2.0	8.1	4.0	-0.8	1.4	-18.5	-0.1	-3.4	2.8
Cc1cc(C)cc(N(C(=O)CNC(=O)c2cccs2)C(C(=O)NC2CCCC2)c2cccnc2)c1 (centres undefined)	2.0	-1.8	7.8	-8.4	2.0	-3.7	1.5	1.4	16.4
CCCCC(=O)N/N=C(/C)C1=C(C)C(C)(C)OC1=O	-4.7	0.4	7.9	-7.4	1.6	-7.1	-4.8	-3.4	2.6
COc1ccc(N(CC(=O)N2CCCCCC2)S(C)(=O)=O)cc1Cl	0.0	-0.1	7.0	-18.2	1.3	4.9	-2.5	3.1	12.9
COc1ccc(/C=N/NC(=O)CNc2ccc(Br)cc2)c(C(=O)O)c1OC	8.8	-0.1	7.1	-10.3	0.8	0.5	-0.4	-2.0	5.9
CCOC(=O)c1cc(OC)c2cccc(CN3CCC(C)(C(=O)NCCOC)C3)c2c1 (centres undefined)	3.6	/	8.8	-12.2	0.6	-10.0	0.3	-1.3	1.2
COC(=O)[C@@H](NC(=O)Nc1ccc2c(c1)OCCO2)C(C)C	-4.8	-0.5	9.4	-8.4	0.8	-2.2	1.8	-3.6	4.3
O=C(CN1C(=O)NC(Cc2c[nH]c3ccccc23)C1=O)NCCc1ccc(F)cc1 (centres undefined)	10.2	1.5	1.2	-4.6	7.9	9.5	0.2	-2.0	0.2
CCOCCn1c(CN2CCN(CCO)CC2)nc2c1c(=O)n(C)c(=O)n2C	-2.5	-1.1	4.2	-11.2	0.9	-2.4	-0.4	1.3	0.7
COc1ccccc1C1CC(=O)Oc2cc(C)c(Br)c(C)c21 (centres undefined)	3.5	-1.5	15.3	-18.6	-0.5	1.6	-1.9	-5.4	-3.5
CC(=O)N1N=C(c2cccc(NS(C)(=O)=O)c2)CC1c1ccc2c(c1)OCO2 (centres undefined)	0.7	-1.3	7.6	-12.6	3.6	-4.6	-0.2	-4.6	0.3
Cc1ccc(C(=O)/C=C/Nc2ccccn2)cc1	5.5	-0.8	7.3	-10.0	0.9	-2.7	1.1	9.0	2.9
Cc1nn(C)cc1CN1CCC(n2nccc2NC(=O)CCCc2ccccc2)CC1	-3.2	2.1	23.2	-9.2	1.1	-5.6	-1.3	11.6	9.5
COC(CNC(=O)c1ccc(N2CCc3ccccc32)c([N+](=O)[O-])c1)OC	5.6	-0.1	-12.3	8.2	11.8	6.5	7.5	-10.5	-9.0
CC1=CC(C)[C@H](/C=N/n2c(=O)[nH]c3c([nH]c4ccc(C)cc43)c2=O)C(C)C1 (some centres undefined)	6.6	0.1	10.4	-10.5	0.4	-1.9	1.2	-0.8	-2.6
O=[n+]1c2c(n([O-])c3cc(F)c(N4CCCC4)cc31)CCCC2	7.5	55.2*	-6.0	-2.0	3.9	1.1	1.1	-1.8	-0.6
CC1(C)NC(=O)N(CC(=O)N2CCN(S(=O)(=O)c3ccccc3F)CC2)C1=O	-1.4	8.8	5.5	7.7	0.5	-2.9	3.8	2.2	2.3
COc1ccc(/C=C/C(=O)c2ccc(OC)cc2OC)c(OC)c1	3.8	-0.1	0.6	-8.6	-0.8	4.9	-3.4	-4.9	-4.0
CCc1ccc(C(C)NC(=O)Cn2cnc3c(=O)n(C)c(=O)n(C)c32)cc1 (centres undefined)	-5.1	17.0	0.3	-3.7	3.0	0.0	7.3	-3.3	12.2
COc1ccc(Br)cc1CN(C)CC(=O)Nc1cc([N+](=O)[O-])ccc1OC	2.9	0.1	-0.1	6.0	0.4	-2.5	-1.1	-3.1	0.9
COC(=O)CNC(=O)C1CCN(S(=O)(=O)c2cccc3nsnc23)CC1	-1.1	-0.5	0.2	5.0	0.5	-3.1	-1.1	5.4	-3.4
N#Cc1ccccc1OCC(=O)Nc1nnc(C2CC2)s1	6.2	-0.6	0.3	-2.1	-0.4	-4.7	-0.1	5.6	6.4
Cc1cccc(NS(=O)(=O)c2cccc(C(=O)NCC(C)(C)N3CCOCC3)c2)c1	13.7	0.2	14.3	-1.1	2.0	0.7	-4.8	-7.3	7.6
CCN1CCN(CCn2c(=S)[nH]c3ccccc3c2=O)CC1	73.2*	0.5	-24.8	85.7*	0.5	23.4	-12.4	-25.3	-16.8
Cc1cccc(OCC(=O)OCC(=O)c2c(N)n(C)c(=O)n(C)c2=O)c1	3.5	-0.4	7.1	-5.8	1.5	4.4	3.9	0.9	-1.1

(more compounds)
SMILES	CHRM5 antagonist	CRFBP-R2 agonist	M1 PAM	M1 antag	CHRM4 agonist	CHRM4 antagonist	CHRM5 agonist	M5 PAM	M4 PAM
c1cncc(Nc2nc(-c3ccncc3)cs2)c1	6.0	-5.6	1.3	-6.8	1.0	-0.7	-0.8	-10.3	1.1
Cc1cc(C(=O)Nc2ccccc2Cl)n(-c2ccccc2)n1	-0.8	-2.2	4.3	-14.5	-0.1	-6.4	-4.4	2.1	6.2
COc1ccc(C(=O)CN2C(=O)c3ccccc3C2=O)cc1	6.8	-0.9	-7.1	15.1	2.3	3.9	-3.8	-2.0	-1.1
COc1ccc(CCNC(=O)CC2SC(=NCCc3ccccc3)NC2=O)cc1OC (centres undefined)	9.5	0.8	-7.8	7.3	1.6	7.7	0.2	-5.1	6.1
COC(=O)[C@@]1(Cc2ccc(F)cc2)[C@H]2c3cc(C(=O)N(C)C)n(Cc4cc(F)cc5c4OCOC5)c3C[C@H]2CN1C(=O)c1ccccc1	-4.2	/	/	/	1.9	-3.5	2.9	0.5	-2.8
COc1cc(SC)ccc1C(=O)OCC(=O)NC1CCCCC1	12.0	-1.4	0.4	4.4	2.7	-4.9	-0.5	-4.8	0.5
Cc1cccc(OCCCn2c(CO)nc3ccccc32)c1	8.6	-0.5	-2.1	14.6	2.6	0.3	-3.0	2.8	-10.7
COc1ccccc1CNC(=O)Nc1cccs1	0.1	2.5	8.7	-8.1	1.0	8.3	-3.8	-2.1	-1.0
COc1cccc(OC)c1C(=O)Nc1ccnn1C	2.2	-1.3	1.9	-1.8	0.7	-4.0	-2.1	1.4	0.8
COc1ccc(O)c(C(=O)c2cnn(C(=O)c3cc(C)oc3C)c2)c1	-7.0	2.1	6.7	-31.6	1.0	-1.6	-4.5	-2.5	8.2
CC(C)CC1CCCCC1OC(=O)C[N+]1(C)CCCCC1 (centres undefined)	97.0*	0.1	-35.6	95.5*	0.8	87.3*	-10.8	-15.9	-20.3
Nn1c(Cc2cccc3ccccc23)nnc1SCCOc1ccc(F)cc1	-6.8	3.0	6.3	-4.2	6.4	-17.6	-4.5	3.5	-3.8
Cc1cc(C)c(CN2CCN(C(=O)CC[C@H]3O[C@@H](n4cnc5c(NC(=O)c6ccccc6)ncnc54)[C@H](O)[C@@H]3O)CC2)c(C)c1	10.0	/	1.5	-22.5	-0.1	-9.2	-0.9	-0.5	4.0
Cc1ccccc1CNC(=O)CC1C(=O)NCCN1CC1CCCCC1 (centres undefined)	8.9	3.7	2.7	-3.5	0.1	7.4	-2.2	-5.2	-4.5
CCC1CCC(C(=O)NNC(=O)c2cc(-c3ccco3)[nH]n2)CC1 (centres undefined)	13.7	-1.9	1.9	6.5	0.1	-3.5	-2.5	6.2	-0.3
CCCCC1CCC(/C(N)=N/O)CC1 (centres undefined)	-11.3	0.7	10.9	-11.0	-0.6	1.1	-2.2	3.7	0.2
CC1CCCCN1C(=O)COC(=O)c1ccc2c(c1)C(=O)N(Cc1ccco1)C2=O (centres undefined)	2.2	-1.2	5.1	-2.4	5.3	-4.2	0.4	-6.8	1.6
CCCNS(=O)(=O)c1ccc(OCC(=O)N2CCN(c3ccccc3)CC2)cc1	-4.7	3.0	1.9	2.7	1.1	-4.6	-3.1	-1.9	5.0
CC1CCN(C(=O)c2ccc(NS(=O)(=O)c3ccc4[nH]c(=O)[nH]c4c3)cc2)CC1	6.3	0.9	2.5	-1.1	-0.4	-1.9	0.0	-2.1	2.5
COc1cccc(-c2cc(C(F)(F)F)nc(N3CCOCC3)n2)c1	2.9	0.3	9.9	-9.3	-1.1	-8.0	-4.3	5.6	4.8
CC(=O)Nc1cccc(-c2ccnc3c2CC(C)(C(=O)Nc2ccccc2)O3)c1 (centres undefined)	9.0	/	14.8	-8.6	2.5	-7.5	3.2	-2.8	-0.3
O=C(Cc1cccc2ccccc12)NNC(=O)c1cccs1	4.2	0.7	4.5	-2.9	1.1	-3.1	-3.5	-6.4	2.6
O=S1(=O)CC(N2CCCCC2)CN1Cc1ccc(F)cc1 (centres undefined)	6.4	/	14.7	-15.2	1.4	-4.9	0.6	-5.0	4.8
O=C(CN1CCOC1=O)N1CCCC(Nc2ccc(F)c(F)c2)C1 (centres undefined)	-2.3	2.4	6.6	-4.7	1.0	11.3	-3.1	2.4	0.1
CC(C)c1ccc(C(O)c2cnc(C(C)C)n2C)cc1 (centres undefined)	1.8	-1.4	3.2	-7.5	3.3	-3.6	-0.6	-4.0	-2.6

(further entries)
SMILES	CHRM5 antagonist	CRFBP-R2 agonist	M1 PAM	M1 antag	CHRM4 agonist	CHRM4 antagonist	CHRM5 agonist	M5 PAM	M4 PAM
COc1ccc(NC(=O)CN(C)CC(=O)N(CC(C)C)c2c(N)n(CC(C)C)c(=O)[nH]c2=O)cc1	8.2	1.7	3.1	-4.1	1.9	-7.7	2.5	3.3	10.1
CCC(=O)N1CCc2nc(-c3ccccc3)sc2C1	12.4	3.7	-6.5	10.1	3.3	4.0	-0.2	-15.5	-8.9
CCCN(C(=O)c1ccc(N2CCCC2=O)cc1)c1c(N)n(Cc2ccccc2)c(=O)[nH]c1=O	2.6	-1.0	-3.1	-2.5	0.5	-5.1	-2.0	0.9	-5.8
COc1ccc(C2/C=C\CN(C(=O)c3ccccc3)CC(=O)N2Cc2cccc(F)c2)cc1 (centres undefined)	1.9	-2.9	-14.1	21.3	9.2	-0.8	2.5	-5.0	-8.4
CCN(Cc1ccncc1)Cc1nc(CC2CC2)no1	7.5	5.2	1.9	0.1	1.6	0.2	-0.7	-4.8	5.2
CCN(Cc1ccncc1)C(=O)c1ccc(C)c(S(=O)(=O)N2CCCCC2)c1	2.4	0.3	4.9	-8.0	2.6	-8.2	-1.4	1.9	17.1

Pulled by structure from the list above, 3 records:
SMILES	CHRM5 antagonist	CRFBP-R2 agonist	M1 PAM	M1 antag	CHRM4 agonist	CHRM4 antagonist	CHRM5 agonist	M5 PAM	M4 PAM
CCCN(C(=O)c1ccc(N2CCCC2=O)cc1)c1c(N)n(Cc2ccccc2)c(=O)[nH]c1=O	2.6	-1.0	-3.1	-2.5	0.5	-5.1	-2.0	0.9	-5.8
COc1ccc(C2/C=C\CN(C(=O)c3ccccc3)CC(=O)N2Cc2cccc(F)c2)cc1 (centres undefined)	1.9	-2.9	-14.1	21.3	9.2	-0.8	2.5	-5.0	-8.4
CCN(Cc1ccncc1)Cc1nc(CC2CC2)no1	7.5	5.2	1.9	0.1	1.6	0.2	-0.7	-4.8	5.2
